Source: PubChem (Southern Research Specialized Biocontainment Screening Center)
M. tuberculosis: growth inhibition of non-replicating M. tuberculosis (AID 488890) | Mycobacterium tuberculosis non-replicating, growth inhibition; higher % means a stronger effect | inhibition, % at 25 µM; hits with a dose series show IC50 in µM | 0.39% of 320,000 active; in the data active = a potency from the dose series; inconclusive = inhibition mostly from about 82% at the one dose, without a potency; inactive = the rest, 99 in 100 with inhibition below about 76%;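 also: plate controls were DMSO cells for no effect and high antibiotic wells for full effect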
influenza NS1A: NS1A inhibition, H1N1 influenza, cell based functional assay (AID 504329) | NS1A functional cell-based assay, percent inhibition; higher % means a stronger effect | one-dose inhibition, % at 12.5 µM; IC50 in µM for titrated hits | 0.3% of 340,000 active; in the data active = a potency from the dose series; inconclusive = inhibition above about 27% without an active follow-up result; also: strong numbers were not always called active
M. tuberculosis HTS: M. tuberculosis growth inhibition, HTS (AID 449762). M. tuberculosis H37Rv growth inhibition, 7H9 media; higher % means a stronger effect. 0.59% of 330,000 active. inhibition, % at 25 µM; hits with a dose series show IC50 in µM; in the data active = a potency from the dose series; inconclusive = inhibition above about 70% without an active follow-up result;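 also: bacterial growth assessed after seven days of incubation; strong numbers were not always called active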
Salmonella PhoP GFP: PhoP regulon inhibitors, Salmonella typhi PhoP promoter GFP reporter, confirmatory (AID 1850); one-dose inhibition, % at 50 µM; IC50 in µM for titrated hits; 0.33% of 310,000 active; Salmonella Typhi PhoP-promoter GFP reporter, fluorescence, 4 h; higher % means a stronger effect; in the data active = a potency from the dose series; inconclusive = inhibition mostly from about 25% at the one dose, without a potency; inactive = the rest, 99 in 100 with inhibition below about 19%;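 also: 0% = induced wells with vehicle and 100% = uninduced wells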
inhibitors of VEEV: inhibitors of VEEV TC-83 cytopathic effect, confirmation, Vero cells (AID 588727). Vero cells, VEEV TC-83 cytopathic effect inhibition; higher % means a stronger effect. inhibition, % at 20 µM; hits with a dose series show IC50 in µM. 0.13% of 350,000 active; in the data active = a potency from the dose series; inconclusive = inhibition mostly from about 14% at the one dose, without a potency; inactive = the rest, 99 in 100 with inhibition below about 12%; also: strong numbers were not always called active
inhibitors of VEEV 10K pilot screen: also measured in inhibitors of VEEV; calls as there; inhibition, %; measured here: 10K pilot screen inhibition
Starred values were filed as active, the others as inactive; i = inactive; u = inconclusive; x = no result given.

SMILES	M. tuberculosis	influenza NS1A	M. tuberculosis HTS	Salmonella PhoP GFP	inhibitors of VEEV	others
Cc1ccc(S(=O)(=O)N2CCCC2C(=O)Nc2nc3c(s2)CCCC3)cc1 (centres undefined)	21%	5%	0%	-1%	i
COc1ccc(O)c(C(=O)c2cc(SCC(=O)O)c3nc4sc5c(c4c(=O)n3c2)CCCC5)c1	34%	-6%	-11%	2%	2.1%
Cc1nc2ccccc2nc1N1CCC(C)CC1	-8%	-4%	-8%	8%	0.4%
Cc1cccc(-n2c(CCCN3C(=O)c4ccccc4C3=O)nc3ccccc3c2=O)n1	x	-2%	x	x	1.0%
O=C(O)c1nn2c(C(F)(F)F)cc(-c3cccs3)nc2c1Cl	-7%	3%	0%	0%	1.1%
CCOC(=O)C1=C(CSc2nc3ccccc3s2)NC(=O)NC1c1cccc([N+](=O)[O-])c1 (centres undefined)	-5%	-10%	0%	2%	i
O=C(NCC(=O)N1CCCCCCC1)c1ccccc1Cl	0%	-5%	-13%	x	4.2%
COc1ccc(C=O)cc1COc1ccc(F)cc1F	41%	-1%	40%	3%	1.4%
CCC1CN1P(=O)(Oc1ccc(Cl)cc1)N1CC1CC (centres undefined)	x	4%	x	x	0.3%
Cc1nc(S(=O)(=O)Cc2ccccc2)nc2c1CCC2	-10%	1%	-10%	9%	0.6%
CC(=O)Nc1cc2c(cc1C(=O)c1ccccc1)OCCO2	2%	-1%	-5%	2%	i
CCOc1ccc(OCC)c(NC(=O)CSc2nc3c(c(=O)n(C)c(=O)n3C)n2C(C)C)c1	27%	0%	10%	-14%	i
Cc1ccc(OCC(=O)NCCNC(=O)c2ccco2)cc1C	-8%	8%	4%	8%	7.1%
Cc1ccc(NC(=S)N2CCCC(O)C2)cc1 (centres undefined)	11%	10%	2%	9%	0.7%
O=C(Nc1cccc(OC(=O)c2ccco2)c1)c1ccco1	76%	5%	u	-2%	1.6%
Cn1c(SCC(=O)N=Nc2c(O)[nH]c3ccccc23)nc2ccccc21	-13%	x	-13%	-8%	x
CN(CCC(=O)Nc1ccc(Br)cc1)Cc1ccccc1	22%	4%	-11%	5%	i
CC(C)C[C@@]12C(=O)N(c3cccc(Cl)c3)C(=O)N1[C@H](c1ccc(F)cc1)[C@@H]1C(=O)N(C3CCCCC3)C(=O)[C@@H]12	59%	5%	-1%	-5%	i
N#CC1=C(SCC(=O)NC23CC4CC(CC(C4)C2)C3)NC(=O)C(C#N)C12CCCCC2 (centres undefined)	61%	0%	0%	-13%	i
CC(C)Oc1ccc(S(=O)(=O)N2CCOCC2)cc1NC(=O)Cc1c(F)cccc1Cl	-6%	-10%	2%	-4%	10.0%
O=C(Nc1ccccc1)C1Cc2ccccc2CN1C(=O)c1ccco1 (centres undefined)	16%	5%	2%	-4%	5.9%
NC(N)=NS(=O)(=O)c1ccc(NC(=S)NC(=O)c2ccncc2)cc1	-3%	8%	-7%	-1%	4.2%
C=CCn1c(SCC(=O)NCC2CCCO2)nc2scc(-c3ccccc3)c2c1=O (centres undefined)	0%	-12%	-13%	-3%	6.5%
COc1ccc(CCC(=O)Nc2ccc(C(=O)c3ccncc3)cc2)cc1	72%	-3%	4%	3%	3.4%
CC(OC(=O)CNC(=O)c1ccco1)C(=O)Nc1ccc(Cl)cn1 (centres undefined)	-20%	-14%	10%	-2%	1.7%
Cc1cc(C)n2nc(C(=O)N/N=C/c3ccccc3C)nc2n1	2%	x	3%	-2%	0.2%
O=C(Cc1cccc2ccccc12)Nc1ccc2oc(-c3ccccc3)nc2c1	2%	-4%	3%	-2%	4.1%
Cn1c(C(=O)N2CCOCC2)cc2c(=O)n3ccccc3nc21	-18%	11%	-6%	-7%	2.5%
CC1(C)Cc2c(sc(NC(=O)C3CC(Cl)=CCC3C(=O)O)c2C#N)CO1 (centres undefined)	11%	-1%	2%	-10%	3.0%
CCOP(=O)(OCC)C(NC(=O)CC(C)C)C(Cl)(Cl)Cl (centres undefined)	5%	0%	2%	-8%	0.8%
O=C(NCc1ccc(C(=O)N2CCC3(CC2)OCCO3)cc1)c1cccc(Br)c1	-2%	5%	1%	5%	3.6%
COc1ccc(CN2CCN(C(=O)c3cccs3)CC2)c(OC)c1OC	4%	10%	-3%	1%	0.8%
O=C(COC(=O)c1cc(Cl)ccc1O)NCCC1=CCCCC1	u	-19%	29%	9%	0.3%
C[C@@]12CCC=C[C@H]1[C@H](c1ccc3ccccc3c1)N(Cc1ccccc1)C2=O	6%	-2%	10%	10%	2.1%
O=C(/C=C/c1cccc(Cl)c1)NCCN1CCOCC1	-6%	3%	-3%	1%	0.0%
Fc1ccc(-c2nc3cnccn3c2NC2CCCC2)cc1	33%	-13%	0%	-28%	5.2%
CCN(CC)S(=O)(=O)c1cccc(NC(=O)CNC2CCCCCC2)c1	9%	6%	8%	6%	0.2%
C/C=C/c1ccc(OCCCNC2CCCC2)c(OC)c1	33%	14%	-3%	-4%	i
O=C(CSc1c(F)c(F)cc(F)c1F)Nc1ccc(C2SCCS2)cc1	11%	1%	5%	9%	1.3%
O=C1CN(O)C(c2ccccc2)=c2cc(Br)ccc2=N1	-13%	-1%	-7%	-6%	0.3%
CCCSC1=C(C#N)C(c2cc(OC)ccc2OC)CC(=O)N1 (centres undefined)	7%	-1%	-5%	x	0.6%
CCOc1ccccc1NC(=S)NC(=O)C1CC1	35%	-17%	u	2%	2.1%
CC[C@H](C)/C=C(C)/C=C/C1=CC2=CC(=O)[C@]3(C)OC(=O)[C@@H](C(C)=O)[C@@H]3C2=CO1	4%	-21%	2%	-8%	0.8%
CCN1CCN(C(=O)Cc2ccc(C)cc2)CC1	32%	0%	-6%	-5%	0.6%
O=C1CCCC(O)=C1N=Nc1c(Cl)cc(C(F)(F)F)cc1Cl	-1%	4%	2%	-10%	i
Cc1ccc(NC(=O)c2cc(N3C(=O)C=CC3=O)ccc2N2CCOCC2)cc1	x	9%	x	x	2.4%
CC(OC(=O)CCCN=C1NS(=O)(=O)c2ccccc21)C(=O)Nc1ccccc1F (centres undefined)	-7%	-2%	-5%	0%	0.5%
COc1ccc(C2CC(=O)N(CC(=O)NCC3CCCO3)c3ccccc3S2)cc1OC (centres undefined)	u	5%	9%	2%	1.1%
Cc1csc(NC(=O)CSc2ccc(-c3ccc(F)cc3)nn2)n1	u	-4%	63%	-12%	2.8%
COc1ccc(CCNC(=O)CN(c2ccc(OC)c(OC)c2)S(=O)(=O)c2ccc(C)cc2)cc1	-6%	-1%	-5%	12%	2.9%
Cn1nc(C(F)(F)F)c(C(=O)Nc2ccc(F)cc2F)c1Oc1cccc(Cl)c1	15%	-7%	-1%	-1%	i
O=C(NCCS(=O)(=O)NCCc1ccccc1)c1ccc2c(c1)OCO2	39%	-3%	1%	4%	i
CC(C)Cc1n[nH]c(=O)[nH]1	11%	-3%	-10%	3%	0.1%
CSc1nc(N(C)NC(=O)c2ccc(F)cc2)c2ccccc2n1	-11%	2%	-3%	1%	9.9%
O=c1cc(-c2ccccc2)nc2nc(-c3ccccc3)[nH]n12	71%	-4%	u	-10%	1.0%
O=C(NNS(=O)(=O)c1ccccc1F)c1cc(-c2ccccc2)n[nH]1	13%	4%	-10%	-24%	i
N#Cc1cccnc1N1CCN(C(=O)c2cccs2)CC1	-6%	0%	-6%	4%	0.1%
Cc1cc(C(=O)N/N=C/c2ccc3c(c2)OCO3)c2ccccc2n1	-2%	-3%	-3%	-4%	8.8%
COc1ccccc1N1CC(C(=O)Nc2nnc(SCC(=O)N3CCOCC3)s2)CC1=O (centres undefined)	2%	-5%	-6%	-2%	2.4%
COc1cc2c(cc1OC)C(CCc1ccccc1)=NCC2	11%	-1%	-7%	2%	i

Structures from the list above containing a COOH group (three):
SMILES	M. tuberculosis	influenza NS1A	M. tuberculosis HTS	Salmonella PhoP GFP	inhibitors of VEEV	others
COc1ccc(O)c(C(=O)c2cc(SCC(=O)O)c3nc4sc5c(c4c(=O)n3c2)CCCC5)c1	34%	-6%	-11%	2%	2.1%
O=C(O)c1nn2c(C(F)(F)F)cc(-c3cccs3)nc2c1Cl	-7%	3%	0%	0%	1.1%
CC1(C)Cc2c(sc(NC(=O)C3CC(Cl)=CCC3C(=O)O)c2C#N)CO1 (centres undefined)	11%	-1%	2%	-10%	3.0%

Molecules shown so far that have a cyano group:
SMILES	M. tuberculosis	influenza NS1A	M. tuberculosis HTS	Salmonella PhoP GFP	inhibitors of VEEV	others
N#CC1=C(SCC(=O)NC23CC4CC(CC(C4)C2)C3)NC(=O)C(C#N)C12CCCCC2 (centres undefined)	61%	0%	0%	-13%	i
CC1(C)Cc2c(sc(NC(=O)C3CC(Cl)=CCC3C(=O)O)c2C#N)CO1 (centres undefined)	11%	-1%	2%	-10%	3.0%
CCCSC1=C(C#N)C(c2cc(OC)ccc2OC)CC(=O)N1 (centres undefined)	7%	-1%	-5%	x	0.6%
N#Cc1cccnc1N1CCN(C(=O)c2cccs2)CC1	-6%	0%	-6%	4%	0.1%

(more compounds)
SMILES	M. tuberculosis	influenza NS1A	M. tuberculosis HTS	Salmonella PhoP GFP	inhibitors of VEEV	others
CSc1ccc(C#N)cc1NC(=O)c1cccc(Cl)c1	-1%	4%	7%	2%	2.3%
COc1ccc(/C(C)=N/NC(=O)c2ccncc2)cc1[N+](=O)[O-]	50%	-4%	u	-2%	2.2%
O=C(CN(CC1CCCO1)S(=O)(=O)c1ccc(S(=O)(=O)NCC2CCCO2)cc1)Nc1ccccc1 (centres undefined)	11%	19%	-8%	-8%	i
O=C(CSc1nnc(CCCO)n1-c1ccccc1)Nc1nccs1	-2%	-2%	-3%	-3%	1.9%
Nc1nc(NC2CCCC2)cc(=O)[nH]1	x	-2%	x	x	0.8%
Cc1cc(-c2nnco2)c(C)n1-c1ccccc1	x	2%	7%	0%	5.8%
CC(=NCCCn1ccnc1)c1c(O)n(-c2ccccc2)c(=O)[nH]c1=O	-15%	-1%	-1%	1%	i
Cc1nn(Cc2ccccc2)c(C)c1C(=O)NCC(c1cccs1)N1CCOCC1 (centres undefined)	14%	-6%	1%	-4%	8.1%
O=C(NCCCCNC(=O)c1ccccc1Br)c1ccccc1Br	-7%	x	-5%	2%	i
O=C(CNC(=O)c1ccco1)Nc1ccc(F)c(Cl)c1	2%	0%	2%	-6%	4.8%
CCOc1ccccc1Nc1nc(-c2sc(NC(=O)c3ccc([N+](=O)[O-])cc3)nc2C)cs1	8%	x	21%	1%	x
CCNc1nc(Oc2ccc(=O)n(C)n2)nc(N2CCOCC2)n1	-5%	5%	-7%	-7%	2.6%
COCCN1C(=O)N[C@@H](c2cccc(F)c2)C(C(C)=O)=C1C	2%	9%	-2%	3%	0.0%	inhibitors of VEEV 10K pilot screen=0.6
CCOC(=O)c1ccc(S(=O)(=O)N2CCN(C(=O)C3CSC4(C)CCC(=O)N34)CC2)cc1 (centres undefined)	2%	3%	-3%	x	i
CC(C)Cn1c(N)c(C(=O)COC(=O)C2CC(=O)N(Cc3ccccc3Cl)C2)c(=O)n(C)c1=O (centres undefined)	10%	0%	-2%	-7%	1.3%
O=C(c1ccccc1)c1cnc(-c2ccccc2)s1	22%	-2%	2%	3%	4.4%
Cc1cc2cc(CNC(=O)c3ccc4c(c3)OCO4)ccc2n1C	u	9%	25%	-12%	1.3%
O=C(Cc1ccccc1F)NCC(=O)Nc1ccccc1Br	-6%	8%	7%	3%	i
